Assay outcomes (PubChem)
NPY2 pot ag – NPY-Y2 potentiators or agonists, primary screen, cell-based. cells expressing NPY-Y2, potentiator/agonist read-out. activation, % at 3.6 µM. 0.45% of 220,000 active; in the data active = activation above about 27%;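 note: cells stimulated with NPY near EC25 plus isoproterenol at EC100; 0% = vehicle plus submaximal agonist and 100% = vehicle plus saturating agonist; some results beyond the cut were filed as inactive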
Target sequence (P49146 whole entry, looked up): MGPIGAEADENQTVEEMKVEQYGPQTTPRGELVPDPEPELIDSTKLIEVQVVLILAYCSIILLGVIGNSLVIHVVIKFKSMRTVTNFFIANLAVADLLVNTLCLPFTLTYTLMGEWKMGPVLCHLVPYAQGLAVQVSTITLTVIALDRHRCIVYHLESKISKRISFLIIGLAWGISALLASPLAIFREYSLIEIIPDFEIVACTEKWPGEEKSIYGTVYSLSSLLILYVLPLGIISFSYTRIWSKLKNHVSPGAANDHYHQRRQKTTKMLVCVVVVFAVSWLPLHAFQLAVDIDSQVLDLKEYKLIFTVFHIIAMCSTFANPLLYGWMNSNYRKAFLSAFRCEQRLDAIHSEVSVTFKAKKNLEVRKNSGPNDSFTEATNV
EP2 modulator – EP2 receptor modulators, cAMP readout, primary screen, cell-based, HTRF cAMP, PGE2 stimulation; Prostaglandin E2 receptor EP2 subtype (Homo sapiens), P43116; EP2-expressing cells, cAMP HTRF FRET, PGE2 co-stimulation; induction, % at 25 µM; 0.83% of 260,000 active; AID 940, 2007;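 active = compounds whose cAMP rise, as percent of the full-agonist control response, exceeds 60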;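 note: rat C6 glioma line stably carrying human EP2 under a CMV promoter; the protocol text gives 20 µM as final concentration; 100% = response of wells given 1 µM PGE2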
NPY-Y1 antag – NPY-Y1 receptor antagonists, primary screen, cell-based. Neuropeptide Y receptor type 1 (Homo sapiens), P25929. 1% of 200,000 active. AID 1040, 2008. inhibition, % at 3.6 µM. HEK293-CNG Y1 cells, membrane potential fluorescence; NPY at EC95, then isoproterenol;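 active = inhibition above the campaign mean inhibition of all tested compounds plus 3 SD, cut at about 20% in these data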;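 note: 0% = DMSO wells given NPY plus isoproterenol and 100% = isoproterenol alone without NPY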
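Material: Y1- and CNG-channel-expressing HEK293 cells / Probe or stimulus: NPY 25 nM then isoproterenol 1 µM plus Ro 20-1724 25 µM / Doses: 3.6 µM single dose, DMSO 0.4% / Schedule: compound incubation 1 h at room temperature, readout 45 min post-stimulation / Signal: membrane potential fluorescence / Benchmarks: isoproterenol-only wells as full block versus NPY-plus-isoproterenol wells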
S1P4 agonist – S1P4 receptor agonists, primary screen, cell-based | 0.35% of 220,000 active | activation, % at 4.98 µM | S1P4-expressing cell line, agonist reporter assay; in the data active = activation above about 11%;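 note: 0% = DMSO vehicle and 100% = reference agonist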
CHOP inh – inhibitors of CHOP promoter induction, primary screen, cell-based, unfolded protein response, luciferase reporter | CHO-K1 CHOP-promoter luciferase, tunicamycin-induced, 15-18 h | inhibition, % at 10 µM | 3.8% of 220,000 active | AID 2732, 2010;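 active = compounds that reduced the stress-induced luciferase reporter signal by more than about 70% of percent inhibition, limit read from the data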;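 note: 0% = tunicamycin plus vehicle and 100% = wells without tunicamycin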
TRPML3 ag – human TRPML3 channel agonists, primary screen, cell-based, HEK293 TRPML3-YFP, Fluo-8 calcium fluorescence, 3 µM. Mucolipin-3 (Homo sapiens), Q8TDD5. 100% = the carbachol control signal. activation, % at 3 µM. 0.29% of 220,000 active;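 active = activation above its plate's cutoff, the mean activation of the plate's test wells plus 3 SD, cut at about 12% in these data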;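 note: 0% = DMSO only wells and 100% = carbachol wells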
Target sequence (Q8TDD5 whole entry, looked up): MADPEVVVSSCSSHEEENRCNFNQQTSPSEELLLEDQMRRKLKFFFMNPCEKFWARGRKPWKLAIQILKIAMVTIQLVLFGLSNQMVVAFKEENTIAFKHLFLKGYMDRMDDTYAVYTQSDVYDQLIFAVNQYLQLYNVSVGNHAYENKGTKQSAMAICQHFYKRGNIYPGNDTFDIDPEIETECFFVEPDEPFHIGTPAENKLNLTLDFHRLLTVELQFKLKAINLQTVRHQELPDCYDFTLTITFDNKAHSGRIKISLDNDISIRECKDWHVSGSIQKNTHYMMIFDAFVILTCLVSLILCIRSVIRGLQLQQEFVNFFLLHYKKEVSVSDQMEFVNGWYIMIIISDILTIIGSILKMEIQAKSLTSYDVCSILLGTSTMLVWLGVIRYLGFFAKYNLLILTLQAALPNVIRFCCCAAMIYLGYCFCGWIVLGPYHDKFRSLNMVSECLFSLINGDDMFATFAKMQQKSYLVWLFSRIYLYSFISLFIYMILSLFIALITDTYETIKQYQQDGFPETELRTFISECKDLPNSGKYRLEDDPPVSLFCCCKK
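Test system: TRPML3-YFP stable HEK293 cells. Doses: single point at 3 µM. Incubation: dye loading 1 h 37 °C then 30 min ambient, 125 s read. Signal: Fluo-8 calcium dye fluorescence, ex 470-495, em 515-575 nm. Measure: percent activation from peak-to-basal fluorescence ratio, scaled between DMSO and carbachol.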
zfTRPN1 agonist – zebrafish TRPN1 channel agonists, primary screen, cell-based, HEK293, calcium fluorescence; transient receptor potential cation channel N1 (TRPN1/NompC), Danio rerio; HEK293 zebrafish TRPN1-YFP, Fluo-8 calcium fluorescence; 100% = response to 87 µM carbachol; activation, % at 3 µM; 0.18% of 220,000 active;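 active = activation above its plate's cutoff, the mean activation of test wells on that plate plus 3 SD, cut at about 19% in these data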;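 note: 0% = DMSO alone and 100% = 87 µM carbachol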
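Material: zebrafish TRPN1-YFP in HEK293 cells. Doses: one dose of 3 µM, 0.3% DMSO. Incubation: dye 1 h 37 °C plus 30 min RT. Measured by: intracellular calcium fluorescence with Fluo-8.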
NPY-Y1 PAM-ag – NPY-Y1 receptor potentiators or agonists, primary screen, cell-based | Neuropeptide Y receptor type 1 (Homo sapiens), P25929 | NPY-Y1 expressing cells, potentiator/agonist activation | activation, % at 3.6 µM | 0.37% of 220,000 active | AID 1304, 2008; in the data active = activation above about 33%, passing the limit was not always enough;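 note: cells stimulated with NPY at EC10 then isoproterenol at EC100; 0% = low agonist plus stimulus and 100% = saturating agonist plus stimulus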
S1P4 antagonist – S1P4 receptor antagonists, primary screen, cell-based | Sphingosine 1-phosphate receptor 4 (Homo sapiens), O95977 | S1P4-expressing cells, antagonist mode, reporter read-out | inhibition, % at 4.98 µM | 0.26% of 220,000 active | AID 1510, 2009; in the data active = inhibition above about 29%;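 note: 0% = wells stimulated with agonist and 100% = vehicle wells without agonist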
Numbers without * were called inactive; / = not tested or not shown.

Screens in order – NPY2 pot ag	EP2 modulator	NPY-Y1 antag	S1P4 agonist	CHOP inh	TRPML3 ag	zfTRPN1 agonist	NPY-Y1 PAM-ag	S1P4 antagonist
> Cc1nnc(Sc2cc(C(=O)NCCCN(C)Cc3ccccc3)c3ccccc3n2)s1
    -8.8	4.8	1.9	-0.8	9.2	0.0	-2.3	-29.0	-21.6
> Cc1cccc(C)c1NC(=O)C(NS(=O)(=O)c1cccs1)c1ccccc1 (stereo not given)
    -1.2	5.9	6.3	0.2	-5.3	0.1	-0.1	1.6	-4.6
> COc1ccc(S(=O)(=O)NC(Cc2cnc[nH]2)C(=O)O)cc1 (stereo not given)
    1.8	12.4	6.6	0.9	-0.8	0.1	-0.1	-8.4	-19.8
> C=CCN(CC=C)S(=O)(=O)c1ccc2nsnc2c1
    9.8	7.9	-0.5	-0.5	1.7	0.1	-1.0	9.8	-9.8
> COc1ccc(C(O)Cc2nc3ccccc3n2C)cc1OC (stereo not given)
    -0.6	26.1	-2.1	1.6	2.8	1.5	1.0	9.8	2.7
> O=c1oc2ccccc2c(NCCO)c1[N+](=O)[O-]
    6.5	8.8	0.2	-1.0	-15.2	-0.1	0.9	3.3	-16.4
> Cc1c(CN2CCCC(C(=O)c3cccc(Cl)c3)C2)c(=O)n(-c2ccccc2)n1C (stereo not given)
    2.5	-9.7	-2.2	-0.1	-3.5	0.7	-1.3	-1.2	3.0
> COc1cc(C2NCC(c3ccc(Cl)cc3Cl)c3c2[nH]c2ccccc32)cc(OC)c1OC (stereo not given)
    -6.4	14.6	8.6	0.1	76.6*	0.4	-2.9	-41.1	-0.2
> CC(=O)Nc1nc(C=C(Cl)Cl)cs1
    10.0	-18.3	1.8	1.2	2.8	-0.5	1.1	8.8	-13.9
> CC(C)NCC(O)COCCOc1ccc(C(C)(C)C)cc1 (stereo not given)
    -26.1	6.7	5.4	1.1	5.5	1.3	0.6	-47.1	-18.8
> CCOc1ncccc1C(=O)Nc1nnc(C2CC2)s1
    0.2	-23.6	1.1	1.9	-1.3	1.1	1.1	19.4	8.5
> COc1ccc(CNC(=O)C(CCSC)NC(=O)c2ccco2)cc1 (stereo not given)
    -4.3	21.4	2.5	-2.8	12.8	0.9	0.0	1.9	-18.1
> O=C(NCC(=O)N1CCCC1C(=O)O)OC1CCCCC1 (stereo not given)
    -8.7	23.8	2.6	1.4	18.0	0.4	0.6	11.2	-13.0
> CC(=O)Nc1nc2cccc([N+](=O)[O-])c2s1
    -8.6	-20.5	-4.9	0.5	9.1	0.5	-1.1	-4.8	3.4
> O=C(CCCN1C(=O)c2cccc3cccc(c23)C1=O)N1CCN(c2ccc(F)cc2)CC1
    -5.1	-24.3	5.4	2.8	34.2	0.5	0.6	-16.1	-3.6
> COc1ccc(C(=O)OCC(=O)c2cc(OC)ccc2OC)c(OC)c1
    7.5	-22.8	7.8	-2.7	-13.4	-1.0	1.7	4.8	-2.5
> CC(C)NC(=O)CN1C(=O)C(=O)c2ccccc21
    -11.9	-0.7	-5.3	-0.3	20.8	0.1	0.7	6.7	-27.9
> CN(C)S(=O)(=O)Oc1ccccc1C(=O)Nc1ccc(F)cc1F
    4.1	-5.8	2.0	0.7	-11.0	2.7	0.2	1.8	-16.8
> Cc1cc(C)cc(N(CC(=O)NCc2ccco2)C(=O)CCC(=O)Nc2ccccn2)c1
    -0.6	18.1	4.8	2.6	37.3	0.1	0.1	6.8	-5.5
> CCN(CC)CCCNC(=O)C1CCC(=O)N(c2ccc(OC)cc2)C1c1ccc(F)cc1 (stereo not given)
    4.3	-10.0	0.0	0.9	-0.1	0.4	1.0	25.0	-10.0

Limited to TRPML3 ag, for three of the compounds above:
SMILES	TRPML3 ag
COc1cc(C2NCC(c3ccc(Cl)cc3Cl)c3c2[nH]c2ccccc32)cc(OC)c1OC (stereo not given)	0.4
Cc1c(CN2CCCC(C(=O)c3cccc(Cl)c3)C2)c(=O)n(-c2ccccc2)n1C (stereo not given)	0.7
CCN(CC)CCCNC(=O)C1CCC(=O)N(c2ccc(OC)cc2)C1c1ccc(F)cc1 (stereo not given)	0.4

(further entries)
Screens in order – NPY2 pot ag	EP2 modulator	NPY-Y1 antag	S1P4 agonist	CHOP inh	TRPML3 ag	zfTRPN1 agonist	NPY-Y1 PAM-ag	S1P4 antagonist
> Cc1[nH]c2ccccc2c1C(=O)CN1C(=O)NC2(CC(C)CC(C)(C)C2)C1=O (stereo not given)
    9.0	-59.1	-0.8	-0.5	50.9	3.4	7.3	1.6	2.1
> COc1ccc(N(CC(=O)Nc2cccc(C)c2C)S(=O)(=O)c2c(C)[nH]c(=O)[nH]c2=O)cc1
    -7.7	-16.5	/	1.1	-3.7	-0.1	0.7	-3.9	6.9
> O=C(Nc1cc(S(=O)(=O)N2CCOCC2)ccc1Cl)c1cc(=O)c2ccccc2o1
    7.6	-33.0	1.4	-1.9	4.2	0.4	1.3	-21.9	-4.8
> COC(=O)Cn1cnc2sc3c(c2c1=O)CCCC3
    -6.8	8.4	-3.6	-0.6	42.8	-0.1	0.2	7.6	4.3
> Cc1ccc(NC(=O)CCC(=O)NNC(=O)c2ccccc2)c(C)c1
    -8.7	17.6	0.3	0.5	3.0	0.5	-0.3	-7.8	-3.6
> Cc1cc[n+](-c2[nH]c(=O)sc2/C=N/NC([S-])=Nc2ccccc2)cc1C
    -12.5	13.7	1.3	1.2	32.5	3.0	3.5	-13.5	18.0
> Cc1ccc(N=C2NC(=O)/C(=C/c3cccnc3)S2)c(C)c1
    -25.1	-18.5	/	-0.4	24.6	-0.5	-0.4	16.6	1.5
> N#C/C=C(/N)c1ccc(Br)cc1
    -11.6	1.0	0.2	1.8	28.1	-1.0	2.1	-17.5	-4.3
> COc1ccc(C2C/C(=N\O)C(C)(C)O2)cc1 (stereo not given)
    1.6	22.1	-2.5	2.1	4.2	0.9	-0.6	1.9	11.8
> CC(=O)Oc1ccc2ccccc2c1C(NC(=O)Cc1ccccc1)c1ccc(Cl)cc1 (stereo not given)
    15.4	44.4	-4.5	-1.4	10.5	0.2	0.4	1.5	-1.4
> COC(=O)C(C#N)c1nc2ccccc2nc1N1CCCC1 (stereo not given)
    10.4	46.4	4.6	-0.2	39.2	0.3	-0.1	12.0	-2.3
> O=C(COc1cccnc1[N+](=O)[O-])N1CCc2ccccc21
    -0.3	-4.5	-1.1	1.7	21.3	0.7	-0.1	11.6	-17.1
> Brc1ccc(-c2csc3ncnc(-n4nnc5ccccc54)c23)cc1
    -5.7	-67.5	7.9	0.6	31.0	-0.4	-0.9	-10.5	-14.9
> CCN1CCN(c2ncc3c(n2)CC(c2ccc(OC)c(OC)c2)CC3=O)CC1 (stereo not given)
    -5.6	22.5	1.2	0.9	63.0	0.3	1.2	-8.2	-2.9
> Cc1ccccc1N=Nc1c(C)[nH]n(C(N)=S)c1=O
    -2.2	4.1	0.9	-1.0	48.4	0.2	-1.6	7.8	-18.9
> Nc1nc(-c2ccc(Cl)cc2)cc(C(F)(F)F)n1
    -3.2	-15.8	-0.5	-1.4	58.2	1.2	-0.7	-7.8	1.3
> CCOC(=O)c1ccc(S(=O)(=O)NNC(=O)c2ccc3c(c2)nc(C)n3CC)cc1
    -9.6	10.7	7.1	0.9	6.8	0.0	1.2	-25.1	-17.2
> CCOC(=O)CSc1nnc2n(Cc3ccccc3)c(=O)c3c4c(sc3n12)CCC4
    6.1	19.9	0.0	0.2	24.9	-0.2	0.1	4.9	10.1
> CN(C)S(=O)(=O)c1cccc(NC(=O)Cn2cnc3ccccc3c2=O)c1
    6.8	-12.3	1.7	1.7	-3.8	0.6	-0.7	-2.1	-0.4
> Nc1nc(N)c(N=Nc2ccc(S(N)(=O)=O)cc2)c(=O)[nH]1
    12.2	-3.1	/	-1.2	0.7	0.8	0.7	17.8	-7.6

Going on with the list.
Screens in order – NPY2 pot ag	EP2 modulator	NPY-Y1 antag	S1P4 agonist	CHOP inh	TRPML3 ag	zfTRPN1 agonist	NPY-Y1 PAM-ag	S1P4 antagonist
> CCOC(=O)C1CCCCN1Cc1cccc(F)c1 (stereo not given)
    -4.5	16.2	4.2	2.1	-4.7	0.6	-0.8	-4.8	5.0
> O=c1c(-c2ccccc2)c(O)c2c(n1-c1ccccc1)CCCC2
    4.2	11.7	-0.2	0.9	-14.2	0.4	0.1	-11.4	-12.4
> CN(Cc1cccnc1)Cc1c(C(=O)N2CCc3ccccc3C2)nc2ccc(Cl)cn12
    -10.4	12.4	0.2	2.2	-0.3	0.3	0.3	-7.4	-15.6
> CCOC(=O)Cc1csc(NC(=O)CC(C)(C)C)n1
    6.3	-2.1	9.2	1.2	-13.2	0.1	-0.2	1.1	3.4
> CCOC(=O)CC1(C)OCC(C[N+]2(C)CCCCC2)O1 (stereo not given)
    -12.0	1.2	-2.8	0.5	3.5	0.6	1.1	-7.9	-19.6
> COC(=O)CC1(c2ccc(OC)cc2)C(=O)c2ccccc2C1=O
    6.4	27.0	/	0.7	8.8	0.1	-0.8	-9.1	-35.8
> Cc1ccc(N(CC(=O)NCCSCc2ccco2)S(=O)(=O)c2ccc(C)cc2)cc1
    -11.2	12.0	-0.9	0.8	65.2	-1.0	-1.0	3.1	-13.7
> CCOC(=O)C(O)C1CCc2c([nH]c3ccc(C)cc23)C1=O (stereo not given)
    -12.8	-24.0	/	-0.8	-2.6	-0.7	1.0	4.7	13.6
> Cc1ccc(-c2noc(CCC(=O)N3CCCc4ccccc43)n2)cc1
    -21.5	24.9	4.3	0.5	52.1	-0.8	-0.9	-44.8	-5.4
> O=C(NC(=S)Nc1ccc(Br)cn1)c1cccs1
    2.7	-16.5	-7.5	0.7	24.9	0.6	1.6	4.6	-9.1
> COc1ccc2[nH]c(C(=O)Nc3ccccc3Cl)cc2c1
    5.6	-19.1	/	2.7	2.7	-0.1	-0.5	-24.1	12.9
> OCCN(CC(O)COc1ccccc1)CC(O)Cn1ccc2ccccc21 (stereo not given)
    12.6	0.8	-5.4	1.0	21.7	1.5	1.2	17.7	-6.1
